Screening results: PubChem BioAssay, several laboratories
phage Ecoli inh: E. coli growth loss with phage present; inhibition, % at 11.9 µM; growth absorbance; actives 0.26% (n = 360,000); AID 651602; in the data active = inhibition above about 11%
PfHsp90 set2: growth inhibition of yeast expressing Plasmodium Hsp90; S. cerevisiae expressing PfHsp90, BacTiter-Glo ATP, 48 h; yeast lacking PDR1 and PDR3 efflux regulators; inhibition, % at 9.4 µM; actives 0.32% (n = 310,000);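 active = every replicate shows inhibition above about 80%, whatever the replicate mean, limit read from the data; inconclusive = mean inhibition reaches the set limit but some replicate falls short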;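 also: 0% = DMSO neutral controls and 100% = 20 µM radicicol positive controls; yeast relying on Plasmodium falciparum Hsp90 in place of its own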
AddAB inh: less growth of phage-infected E. coli with AddAB; E. coli expressing H. pylori AddAB, absorbance growth; AID 435030; inhibition, % at 11.9 µM; actives 0.29% (n = 330,000); in the data active = inhibition above about 12%;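 also: 0% = vehicle wells of infected cells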
DAGLB inhibitor: blocks human DAGLB lipase activity; actives 0.059% (n = 340,000); inhibition, % at 5.17 µM; HEK293T DAGLB membrane lysate, EnzChek fluorogenic substrate; Q8NCG7; AID 504411; in the data active = inhibition above about 34%;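 also: 0% = enzyme with vehicle and 100% = wells lacking enzyme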
Target sequence (Q8NCG7 whole entry, looked up): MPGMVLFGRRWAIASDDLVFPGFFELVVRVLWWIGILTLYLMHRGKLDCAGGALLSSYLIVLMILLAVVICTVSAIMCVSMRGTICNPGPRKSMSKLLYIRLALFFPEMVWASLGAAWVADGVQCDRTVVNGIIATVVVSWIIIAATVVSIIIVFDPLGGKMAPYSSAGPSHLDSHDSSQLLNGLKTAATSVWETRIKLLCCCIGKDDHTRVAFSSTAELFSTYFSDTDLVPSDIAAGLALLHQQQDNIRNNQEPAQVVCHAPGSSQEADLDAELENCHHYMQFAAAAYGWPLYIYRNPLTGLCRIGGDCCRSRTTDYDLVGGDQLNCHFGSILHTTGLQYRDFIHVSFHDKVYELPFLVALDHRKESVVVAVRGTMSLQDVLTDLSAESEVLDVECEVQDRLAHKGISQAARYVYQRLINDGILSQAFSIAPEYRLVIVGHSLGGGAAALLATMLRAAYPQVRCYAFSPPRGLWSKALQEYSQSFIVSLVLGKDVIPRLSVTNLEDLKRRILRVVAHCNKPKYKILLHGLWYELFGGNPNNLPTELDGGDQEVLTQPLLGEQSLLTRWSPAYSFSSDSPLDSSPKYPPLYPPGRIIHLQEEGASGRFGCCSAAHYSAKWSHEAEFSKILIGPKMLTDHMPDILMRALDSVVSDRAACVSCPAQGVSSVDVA
Ecoli viability: bacterial growth inhibition, counter-screen for AddAB inhibitors; actives 0.27% (n = 330,000); E. coli V3065 growth, OD600 absorbance, 18 h; AID 449728; inhibition, % at 11.9 µM;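 active = inhibition above the campaign's mean inhibition across all tested compounds plus 3 SD, cut at about 9.9% in these data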;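 also: uninfected addAB+ strain grown without phage in ampicillin broth; 0% = DMSO wells and 100% = ciprofloxacin 0.95 µg/ml wells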
Rtt109 Vps75: inhibitors of Candida albicans Rtt109/Vps75 histone acetyltransferase. Q5AAJ8. purified Rtt109/Vps75, ThioGlo CoA-SH fluorescence, 4 h. inhibition, % at 34.9 µM. actives 0.16% (n = 330,000);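 active = inhibition of at least 50% in every replicate; inconclusive = best replicate reaches 50% inhibition but some replicates fall short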
Target sequence (Q5AAJ8 whole entry, looked up): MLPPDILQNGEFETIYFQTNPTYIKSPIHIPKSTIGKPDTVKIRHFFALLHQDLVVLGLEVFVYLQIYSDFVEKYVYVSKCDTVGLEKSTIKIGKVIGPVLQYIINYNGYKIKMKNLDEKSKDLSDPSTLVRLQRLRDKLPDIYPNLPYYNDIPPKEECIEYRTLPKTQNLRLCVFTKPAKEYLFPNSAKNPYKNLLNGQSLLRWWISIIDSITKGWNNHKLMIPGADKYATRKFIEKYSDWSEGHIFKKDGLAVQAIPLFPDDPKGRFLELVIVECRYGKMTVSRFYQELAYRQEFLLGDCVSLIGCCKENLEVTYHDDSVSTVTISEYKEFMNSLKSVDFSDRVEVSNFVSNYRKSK
Wnt bcat act: activates Wnt/beta-catenin signaling in a reporter cell assay; activator, plate reader; activation, % at 9.35 µM; actives 1.2% (n = 300,000); in the data active = activation above about 30%, passing the limit was not always enough; inconclusive = no clear call, values can overlap the other calls;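 also: 0% = neutral control wells and 100% = positive control wells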
CAL PDZ inh: human CAL PDZ-peptide interaction inhibition; AID 504414; purified CAL PDZ, TMR-peptide fluorescence polarization, 1 h; Q9HD26; actives 0.02% (n = 330,000); inhibition, % at 20 µM;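 active = highest replicate inhibition of at least 40%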;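 also: plate controls were DMSO neutral control wells for no effect and unlabeled competitor peptide control wells for full effect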
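Material – purified CerCALP PDZ construct · Detection – FP readout, S and P plane fluorescence · Measure – percent inhibition from loss of millipolarization · Controls – unlabelled peptide for full inhibition, DMSO wells as neutral · Probe or stimulus – TMR-labelled reporter peptide T*-PRC34 bound in PDZ groove · Times – 1 h at RT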
PvdQ inh: P. aeruginosa PvdQ acylase inhibition | purified PvdQ acylase, fluorescence plate reader | inhibition, % at 10 µM | actives 0.063% (n = 340,000) | AID 488965; in the data active = inhibition above about 30%, passing the limit was not always enough; inconclusive = no clear call, values can overlap the other calls;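 also: 0% = vehicle neutral wells and 100% = reference inhibitor wells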
Tat export inh: blocks Tat-dependent protein export in E. coli; AID 488895; actives 0.036% (n = 340,000); inhibition, % at 10 µM; E. coli MC4100 TorA-mCherry Tat export, fluorescence;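 active = mean replicate inhibition at least 50% and at least half of replicates individually reaching 50%; inconclusive = only one of the two criteria met; inactive = neither criterion met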;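 also: exported cargo escapes ClpAP degradation while cytoplasmic cargo is degraded and loses fluorescence; 0% = median of neutral control wells and 100% = median of NaSCN control wells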
An asterisk follows results filed as active; ? = inconclusive; . = not tested or not shown.

compound	phage Ecoli inh	PfHsp90 set2	AddAB inh	DAGLB inhibitor	Ecoli viability	Rtt109 Vps75	Wnt bcat act	CAL PDZ inh	PvdQ inh	Tat export inh
O=C(NCCc1ccccn1)c1nc(Cn2ccc([N+](=O)[O-])n2)no1	-1.0	-18	6.9	-2	3.2	-9	0	-2.1	-8	3
CC(=O)OCc1nc2ccccc2s1	0.5	44	0.9	-1	0.9	3	?	.	-15	11
CCOC(=O)c1nc2nc(-c3cccs3)cc(C(F)(F)F)n2n1	2.3	10	0.8	-1	1.0	-3	-2	-1.4	-1	-4
COc1ccc(NS(=O)(=O)c2cccc(C(=O)NNC(=O)CN3C(=O)NC(C)(C)C3=O)c2)cc1	5.6	-58	1.2	1	-3.1	5	4	-0.8	-10	-11
COc1ccc(Cl)cc1NC(=O)COC(=O)c1ccc(Br)o1	4.1	-12	-0.3	-9	1.4	-2	-6	-0.1	-8	-17
COCCNC(=S)N=Nc1c(O)[nH]c2ccc([N+](=O)[O-])cc12	1.7	-12	-0.4	2	1.5	-5	1	0.8	-1	0
S=C(NC1CC1)N1CCN(c2ccc(Cl)cc2)CC1	5.6	3	5.1	0	2.5	-3	4	-1.0	-9	-4
COc1cccc(-c2c(C(=O)N/N=C/c3ccncc3)nnn2-c2nonc2N)c1	2.1	2	3.2	-1	-0.7	-11	-5	-2.7	-6	7
Cc1cc(S(=O)(=O)NCC(c2ccc3c(c2)OCO3)N2CCOCC2)ccc1F (stereo unspecified)	1.9	-5	3.5	-3	-1.6	4	-3	-1.2	-10	-10
O=C(O)c1cnc(N2CCOCC2)nc1	1.1	8	2.1	2	-0.1	-4	-2	.	-5	-8
CC12CCC(C(=O)Nc3cccc(NC(=O)C45CCC(C)(C(=O)O4)C5(C)C)n3)(OC1=O)C2(C)C	2.1	9	-2.1	0	0.1	12	.	.	3	-6
O=c1c(C=NCc2cccnc2)c(C(F)(F)F)[nH]n1-c1nc2ccccc2s1	0.8	54	-1.2	10	0.8	-1	-1	0.4	-3	-6
COc1ccc(NC(=O)CSc2ncc(-c3ccc(F)cc3)n2Cc2ccco2)cc1	2.5	-10	1.0	3	0.6	5	2	-1.5	-7	13
CCc1ccc(NC(=O)Cn2c(=O)n(CCCC(=O)NCc3ccco3)c(=O)c3ccccc32)cc1	-0.4	-3	2.2	1	-0.2	-8	.	-0.1	-17	1
CCOC(=O)/C=C/C(=O)Nc1ccc(S(=O)(=O)N2CCc3ccccc32)cc1	-2.1	1	-0.3	0	1.0	-1	-1	0.2	7	-4
CCN(CC)CCNC(=O)c1ccccn1	2.1	40	3.0	1	-1.4	2	-1	-0.8	-5	13
CCN(c1ccccc1)S(=O)(=O)c1ccc(C(=O)N2CCN(c3ccccc3)CC2)cc1	3.5	.	0.5	-1	-2.7	-6	-2	-0.2	-11	4
COCCC(=O)N1CCC(Oc2ccc(C(=O)N(C)C3CCCCC3)cc2)CC1	1.4	11	-1.2	0	-0.9	7	1	-0.7	-4	-2
COc1ccc(OC)c(CN2CCN(Cc3cc(OC)c(OC)c(OC)c3)CC2)c1	4.3	-20	-1.0	-1	-1.6	0	5	-0.5	-16	3
COc1ccc(S(=O)(=O)N2CCOC2CNC(=O)C(=O)NCc2ccc(F)cc2)cc1 (stereo unspecified)	-1.2	-9	-2.5	0	-3.3	0	-3	-0.1	-11	-6
COc1ccc(C2CC(c3ccc4ccccc4c3)=NN2C(=O)CSc2ncccn2)cc1 (stereo unspecified)	1.0	.	1.7	-2	2.6	5	15	-2.5	-12	1
Cc1noc(NS(=O)(=O)c2ccc(NC(=O)CC(C)C)cc2)c1C	0.7	22	3.9	2	1.6	4	0	-4.0	-18	6
CNC(=S)N/N=C(\C)c1ccc(N2CCOCC2)cc1	4.3	-12	.	-1	.	.	28	-2.9	16	-1
CC1(C)CC(=O)C=C(/C=C/c2ccccc2)C1	0.8	16	0.2	0	2.5	-6	-2	-0.6	-14	8
COC(=O)c1ccc(Cn2ccc(=O)[nH]c2=O)cc1	1.9	.	.	0	.	2	-3	-0.2	-9	-1
CC(=O)N(CCCN(C)C)Cc1ccccn1	2.1	3	0.6	-3	0.6	0	-1	0.2	-5	2
CN(C)CCCNC(=S)/N=c1\sccn1Cc1ccccc1Cl	2.6	-2	1.6	-2	-2.1	7	-1	0.6	-8	11
Cc1cc(/C=N/n2cnnc2)c(O)c([N+](=O)[O-])c1	0.7	4	-2.0	6	-2.4	6	.	0.2	-8	0
COc1cccc(-c2nn(-c3ccc(C)cc3)cc2C(=O)NCC2CCCO2)c1 (stereo unspecified)	2.5	3	-0.7	1	-3.9	1	0	-0.7	7	9
O=C1N[C@H](Cc2c[nH]c3ccccc23)COC(=O)[C@H](Cc2ccc(F)cc2)C/C=C\C[C@H]1CC(=O)N(CCO)Cc1ccccc1	2.9	-5	-1.8	5	0.3	-4	13	0.0	-11	10
CC(NC(=O)c1cc(-c2cccnc2)nc2ccc(Br)cc12)C1CCCO1 (stereo unspecified)	2.0	8	-2.3	0	0.8	-2	-1	-2.3	-1	1
COCC(=O)Nc1nnc(Cc2ccc(OC)cc2)s1	0.6	5	0.9	2	-0.3	0	.	-2.0	-1	?
O=C(NCc1ccco1)c1cccc(NC(=O)c2ccccc2)c1	2.2	12	3.4	0	0.7	-1	.	-1.7	-15	-5
COc1cc2ncc(S(=O)(=O)c3ccccc3)c(N3CCCC(C)C3)c2cc1OC (stereo unspecified)	0.7	-9	-0.6	-6	-2.0	11	-7	-0.3	8	6
CCN(CC)C(=O)N1c2ccccc2CC(N(CC)CC)c2ccccc21 (stereo unspecified)	3.4	15	0.6	0	-1.8	-2	.	0.0	2	-2
Cn1c(CCc2ccccc2)nnc1SCC(N)=O	2.9	-18	2.2	-2	-0.2	-8	-1	1.6	3	-13
Cc1ccc(S(=O)(=O)N(C)C)cc1NC(=O)COC(=O)CNC(=O)c1cccs1	1.8	.	1.9	0	0.5	41	-3	-2.1	2	-2
Cc1ccc(OCC(=O)Nc2cc(S(=O)(=O)N3CCOCC3)ccc2N2CCCC2)cc1	1.9	.	.	-3	.	-11	4	-2.2	0	-5
COc1ccc(C2CC(c3ccccc3Br)=NN2c2ccc(S(N)(=O)=O)cc2)cc1 (stereo unspecified)	1.3	6	1.7	0	-0.2	2	-1	0.8	-12	1
CCOC(=O)c1ccc(NC(=S)NCCc2ccccc2)cc1	5.5	-21	7.0	-8	3.8	11	-6	-2.7	-11	5
Cc1ccc2c(CC(=O)N(CC3CCCO3)c3c(N)n(Cc4ccccc4)c(=O)[nH]c3=O)coc2c1 (stereo unspecified)	1.5	13	-0.9	2	1.9	.	-3	-1.3	-14	-1
O=S(=O)(Nc1nc2ccccc2nc1N1CCc2ccccc2C1)c1ccc(Br)cc1	-1.7	15	5.1	0	1.0	-3	.	-2.2	-12	0
c1ccc(-c2nc(-c3cccnc3)n[nH]2)cc1	3.5	.	0.6	.	-1.2	.	5	.	.	.
CCOC(=O)c1cc(NC(=O)c2ccc(C)cc2)c(=O)oc1-c1ccccc1	3.1	17	-0.5	0	-1.9	1	2	-0.5	-14	0
CN(Cc1ccccc1)C(=O)c1cccc(NC(=O)Cc2ccc(NC(=O)C3CCCN(C(=O)c4ccccc4)C3)cc2)c1 (stereo unspecified)	-0.2	17	.	1	.	-2	-1	0.5	4	14
CCn1c(=O)cc(OCC(=O)N2CCCC2)c2ccccc21	3.9	-1	1.1	-1	-1.2	-1	10	-0.1	-7	-11
Cc1ccc(C)c(C2NC(=O)c3ccccc3N2)c1 (stereo unspecified)	-0.2	3	-0.4	0	-2.4	14	-5	0.3	-6	-2
COCCNC(=S)Nc1ccc(N2CCOCC2)c(S(=O)(=O)Nc2ccccc2OC)c1	0.9	-19	-0.8	2	-1.1	5	-1	-0.4	-17	-2
COc1ccc(-n2ncc3c(NCC(C)C)ncnc32)cc1	2.4	.	3.3	0	-2.4	-3	.	-1.4	-15	6
CC(NC(=O)C1C2C=CC(C2)C1C(=O)O)c1ccccc1 (stereo unspecified)	4.5	.	1.9	0	-1.0	-4	.	0.4	-6	-1
Cc1csc(NC(=O)c2cc3c(s2)CCCC3)n1	3.5	-46	3.9	-3	1.4	3	.	-3.0	5	-4
Cc1nc(C(=O)NNC(=O)Nc2ccccc2)cs1	1.6	-15	-3.0	.	-1.4	3	10	-1.2	-14	-7
CCc1ccccc1NC(=O)c1cc(S(=O)(=O)N2CCc3ccccc32)cn1C	-2.2	27	7.0	-4	0.1	-4	0	0.3	-14	-3
COc1cc2c(cc1OC)C(C(=O)N1CCN(c3ccccc3)CC1)C(c1cccs1)N(C)C2=O (stereo unspecified)	1.6	25	0.8	3	0.3	7	3	-1.8	-5	-2
COCCn1cnnc1SCC(=O)Nc1cc(OC)c([N+](=O)[O-])cc1C	5.0	-58	1.4	0	0.6	1	0	-3.2	-12	-3
Fc1cccc(F)c1/C=N/N1CCOCC1	3.2	-6	-0.3	-2	-3.5	1	1	-0.5	3	0
CCCCNC(=O)CSc1nc2cc3c(cc2c(=O)n1Cc1ccco1)OCO3	0.1	-5	3.8	-2	0.3	-7	-1	-1.6	7	4
Cc1ccc(C)c(OCCC(=O)OCC(=O)NC2CC2)c1	6.2	13	-0.8	1	0.2	1	2	-2.8	-1	4
CC1(C(=O)NC2CCCC2)CCC(=O)N1CCC1=CCCCC1 (stereo unspecified)	2.4	10	2.8	-2	-0.6	-1	-2	-1.0	-20	6
CCCOc1cccc(-c2cc(C(=O)NN)c3ccccc3n2)c1	4.0	15	3.9	-5	0.3	-9	.	-2.9	-5	-6

Further entries.
compound	phage Ecoli inh	PfHsp90 set2	AddAB inh	DAGLB inhibitor	Ecoli viability	Rtt109 Vps75	Wnt bcat act	CAL PDZ inh	PvdQ inh	Tat export inh
CCCCCCNC(=O)CCNC(=O)c1cc(OC)c(OC)c(OC)c1	0.4	-15	0.1	-1	-2.4	-6	.	-0.1	-11	4
CCOC(=O)/C=C/C(=O)OCc1csc(CC(=O)Nc2ccccc2C)n1	0.1	1	0.9	3	-3.0	2	4	-1.6	-9	-2
O=C(Cc1ccc(NC(=O)C2CCN(C(=O)C3CCC3)CC2)cc1)Nc1cccc(C(=O)N2CCCC2)c1	5.8	-7	.	1	.	-2	-2	-0.4	-9	13
CCOc1cc(NC(=O)c2ccccn2)c(OCC)cc1NC(=O)c1ccc(OC)cc1	5.5	19	1.0	-1	-1.9	7	-1	-1.1	-11	1
CC(N=c1ccccn1C(=O)Nc1cccc(C(F)(F)F)c1)c1ccco1 (stereo unspecified)	3.6	.	4.6	0	-0.9	-2	-5	-0.9	-9	1
N#CCSc1nc2c(c(=O)n1Cc1ccco1)C1(CCCC1)Cc1ccccc1-2	4.0	-10	-0.3	-9	1.4	-2	-7	-2.0	3	-5

Compounds as they come (roughly 1.9% active in at least one column).
